Screens (PubChem)
ABHD4 inh: inhibits mouse alpha/beta hydrolase domain 4. purified mABHD4, FP-Rh probe fluorescence polarization. inhibition, % at 8.92 µM. hit rate 0.54% among 370,000;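 active = inhibition exceeding the mean over every tested compound plus 3 SD, cut at about 30% in these data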;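 note: 0% = plate median of compound wells and 100% = S159A mutant with DMSO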
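Assay system: mABHD4 protein; medium: HEPES pH 7.0, NaCl, Pluronic buffer; dosing: 8.92 µM, single dose; schedule: 45 min + 60 min at 25 °C; signal: FP readout, ex 525 nm / em 598 nm; read-out: normalized percent inhibition of probe labeling; repeats: single replicate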
UHRF1 MBD2 ctr: blocks human UHRF1 binding to methylated DNA; Q96T88; UHRF1 binding to methylated oligo, TR-FRET; inhibition, % at 4.4 µM; hit rate 0.75% among 370,000; AID 687016; in the data active = inhibition above about 21%;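 note: UHRF1 SRA domain binding a hemimethylated CpG hairpin DNA probe; 0% = median of test compound wells and 100% = reference inhibitor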
MBD2 inh: inhibitors of human MBD2 binding to methylated oligonucleotide. hit rate 0.31% among 370,000. Q9UBB5. inhibition, % at 4.4 µM. TR-FRET; in the data active = inhibition above about 13%
LEDGF integ inh: blocks HIV-1 LEDGF/p75-dependent DNA integration; TR-FRET IN-LEDGF/p75 DNA integration, Eu/Cy5; inhibition, % at 3.7 µM; hit rate 0.64% among 370,000; AID 743269;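 active = inhibition above the screen-wide mean plus 3 SD, cut at about 13% in these data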;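 note: signal is the Cy5 over europium emission ratio at 671 and 618 nm; 0% = plate median of compound wells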
rCAG binder: r(CAG) repeat RNA binding | inhibition, % at 3 µM | hit rate 1.3% among 370,000 | TO-PRO-1 dye displacement fluorescence;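 active = inhibition above the plate cutoff, the mean of all test compounds on that plate plus 3 SD, cut at about 35% in these data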;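 note: 0% = DMSO alone and 100% = 100 µM mitoxantrone as full dye displacement; higher means more dye released from RNA so lower well fluorescence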
PG9 binder: small molecules binding HIV-1 gp120 antibody PG9; TR-FRET gp120-PG9 antibody binding; inhibition, % at 6.7 µM; AID 624416; hit rate 0.43% among 360,000; in the data active = inhibition above about 8.5%
NR1D1 modulator: modulators of human Rev-erb alpha DNA binding. Rev-erbα–FITC-DNA binding, fluorescence polarization, 90 min. activity, % at 10 µM. hit rate 0.79% among 370,000;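 active = activity above about 14%, limit read from the data; passing the limit was not always enough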;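 note: 0% = DMSO wells with 35 nM protein and 100% = DMSO wells with 750 nM protein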
PRMT1 inh: PRMT1 (human) inhibition, primary screen | Q99873 | recombinant PRMT1, activity-based probe fluorescence polarization | hit rate 1.3% among 370,000 | inhibition, % at 2.79 µM;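 active = inhibition above about 21% made by adding two undisclosed values, limit read from the data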
Target sequence (Q99873 whole entry, looked up): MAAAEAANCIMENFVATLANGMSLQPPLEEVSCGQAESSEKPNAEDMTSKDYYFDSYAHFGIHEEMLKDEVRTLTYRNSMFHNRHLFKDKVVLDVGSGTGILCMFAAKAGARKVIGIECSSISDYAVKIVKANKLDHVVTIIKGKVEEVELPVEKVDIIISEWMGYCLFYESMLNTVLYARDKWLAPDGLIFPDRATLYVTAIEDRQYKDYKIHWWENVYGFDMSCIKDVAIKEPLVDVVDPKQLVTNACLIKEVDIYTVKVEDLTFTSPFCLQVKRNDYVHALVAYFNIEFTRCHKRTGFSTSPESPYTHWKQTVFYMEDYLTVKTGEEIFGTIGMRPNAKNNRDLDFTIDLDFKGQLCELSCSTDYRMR
TCR-CD3 inh: blocks the human TCR-CD3 interaction | TAMRA-labeled TCR probe fluorescence, biochemical | inhibition, % at 9.4 µM | hit rate 0.37% among 360,000; in the data active = inhibition above about 19%;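 note: recombinant mutant TCR 2C K166C tagged with TAMRA read by polarization; 0% = receptor in buffer alone and 100% = receptor with positive control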
HTRA1 inhibitor: HTRA1 (human) protease inhibition; inhibition, % at 5.96 µM; Q92743; recombinant HTRA1, FP-rhodamine activity-based probe, fluorescence polarization; hit rate 0.5% among 340,000; in the data active = inhibition above about 36%;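 note: 0% = enzyme with DMSO and 100% = wells lacking enzyme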
Target sequence (Q92743 whole entry, looked up): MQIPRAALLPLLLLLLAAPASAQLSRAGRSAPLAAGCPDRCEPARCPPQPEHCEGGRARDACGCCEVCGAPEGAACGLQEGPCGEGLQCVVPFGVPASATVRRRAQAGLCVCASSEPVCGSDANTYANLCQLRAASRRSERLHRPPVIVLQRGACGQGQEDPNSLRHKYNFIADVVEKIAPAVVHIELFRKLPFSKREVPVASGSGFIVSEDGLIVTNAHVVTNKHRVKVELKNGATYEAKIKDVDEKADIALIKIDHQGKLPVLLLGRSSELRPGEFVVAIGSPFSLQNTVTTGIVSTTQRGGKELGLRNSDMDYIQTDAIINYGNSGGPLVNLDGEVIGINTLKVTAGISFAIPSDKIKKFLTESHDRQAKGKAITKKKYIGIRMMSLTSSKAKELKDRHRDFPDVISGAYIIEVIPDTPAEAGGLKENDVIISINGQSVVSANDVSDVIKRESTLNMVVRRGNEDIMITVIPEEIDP
The depositor's hits bear a star; / = not tested or not shown. A portion of the library; count on the stated rates, not on these rows.

canonical_smiles,ABHD4 inh,UHRF1 MBD2 ctr,MBD2 inh,LEDGF integ inh,rCAG binder,PG9 binder,NR1D1 modulator,PRMT1 inh,TCR-CD3 inh,HTRA1 inhibitor
CC(C)NC(=O)N(C)C[C@H]1Oc2ccc(NC(=O)C3CC3)cc2C(=O)N([C@H](C)CO)C[C@@H]1C,-3.1,-0.7,-2.8,1.0,-0.5,-1.0,-0.8,4.2,-5.2,-7.9
O=C(O)c1cccc(-n2cccc2/C=C2\NC(=O)N(Cc3ccc(F)cc3)C2=O)c1,2.6,9.4,1.1,1.9,29.7,-4.1,-9.6,4.9,7.2,-8.7
N#C/C(=C\c1c(N2CCCCC2)nc2ccccn2c1=O)S(=O)(=O)c1ccccc1,-6.2,-1.4,-0.3,0.3,0.3,-1.5,4.3,-0.3,-3.1,-25.3
Cc1cccc(NC(=O)c2ccc(NS(=O)(=O)c3cccc4cccnc34)cc2)c1,-54.2,2.9,-0.6,5.2,10.1,1.5,3.6,-1.5,-3.5,-59.5
CCCC(=O)Nc1cc(-c2nn(C)c(=O)c3ccccc23)ccc1N1CCOCC1,0.6,-1.5,3.0,0.5,2.7,-1.0,-3.1,1.2,-1.1,-5.2
Cc1c(/C(O)=C2/C(=O)C(=O)N(CCN3CCOCC3)C2c2ccccn2)cnn1-c1ccccc1 (stereo unspecified),3.5,0.7,-7.3,1.0,3.9,-1.0,10.6,0.4,1.4,/
ClC(Cl)(c1nnnn1-c1ccccc1)c1nnnn1-c1ccccc1,-4.1,-0.6,3.6,0.1,-1.2,-2.7,0.6,90.4*,13.4,3.9
COc1ccc(CNC(=O)C/C(C)=N/NC(=O)C(c2ccccc2)c2ccccc2)cc1,0.7,0.9,-2.0,2.7,1.2,1.2,-2.5,1.1,-0.8,-16.6
CCOC(=O)C1CN(S(=O)(=O)c2ccc(C)cc2)C1,-8.0,5.5,4.3,2.2,-1.6,0.0,0.7,1.2,-0.9,7.3
O=C1c2ccncc2C(=O)N1CNc1ccc(Cl)cc1,-0.1,0.6,1.9,0.3,-3.0,-2.5,-2.3,0.3,6.9,-1.5
CC(C)N(Cc1nc(-c2ccc3c(c2)OCO3)no1)CC1CCC(=O)N1 (stereo unspecified),3.9,0.2,0.3,-1.4,-5.3,-1.2,-5.1,-2.4,11.7,-4.8
CN1CCN(c2ccc(NC(=O)c3ccc(-c4ccc(Cl)cc4)o3)cc2)CC1,15.3,0.1,-1.6,1.2,-3.6,-0.5,-2.3,-1.1,8.9,13.9
CC1c2ccsc2CCN1S(=O)(=O)c1ccccc1 (stereo unspecified),5.5,3.1,6.1,-3.5,-6.1,0.0,4.9,4.4,-9.2,7.9
CCOc1c(O)ccc(C2NC(=O)N(C)C(C)=C2C(=O)OC)c1[N+](=O)[O-] (stereo unspecified),4.9,-1.9,-5.2,-1.1,0.9,-1.1,-2.8,-4.4,0.9,8.2
Cc1c(NC(=O)c2cc3c(s2)CCCC3)c(=O)n(-c2ccccc2)n1C,2.4,-0.2,1.2,-4.0,-1.9,0.1,-1.4,3.8,-4.7,2.5
Cc1ccc(-c2nnn(C(C)C(=O)N3c4ccccc4CCc4ccccc43)n2)cc1 (stereo unspecified),-28.0,-0.8,0.1,-2.2,-0.5,-2.3,-1.5,1.2,-1.4,-41.4
COc1ccc(NC(=O)CC2SC(N3CCOCC3)=NC2=O)cc1OC (stereo unspecified),1.2,-1.2,-0.7,2.6,2.1,0.5,-7.3,-1.9,1.9,4.9
C=CCn1c(SCC(=O)c2c(N)n(C3CC3)c(=O)[nH]c2=O)nnc1-c1ccc(OC)cc1,6.0,1.8,0.4,1.7,-5.8,-1.5,-2.9,-1.3,0.3,-0.1
CCc1ccccc1NC(=O)COc1ccc2c(=O)c(Oc3cc(C)ccc3C)coc2c1,1.2,-0.3,2.0,-0.7,1.5,-3.1,4.5,-2.3,-6.4,-0.1
Cc1ccccc1-c1nc(CS(=O)(=O)CC(=O)N2CCN(C)CC2)c(C)o1,4.2,2.4,-0.1,0.5,-2.2,-1.6,-7.7,1.0,-3.1,-0.4
CC(C)C(=O)Nc1cc(C(F)(F)F)ccc1N1CCOCC1,0.5,1.3,1.4,-8.6,-6.0,-0.3,0.9,0.0,-0.1,-0.9
COC(=O)c1ccc(S(=O)(=O)N2CCCN(Cc3ccc(F)cc3)CC2)n1C,2.2,1.1,2.0,-6.5,-5.2,-0.6,-3.6,1.8,-2.4,-5.2
NS(=O)(=O)c1ccc(CCNC(=O)[C@@H]2CCCN2S(=O)(=O)c2ccccc2F)cc1,1.6,-1.7,-4.8,0.4,-0.7,0.5,3.0,-2.4,4.2,3.8
CCOC(=O)c1cnc(-c2cccc(OC)c2)[nH]c1=O,-3.2,7.9,4.2,0.3,-1.0,-0.1,4.0,4.1,-3.4,-2.6
CN(C)CCCN1C(=O)C2CCc3[nH]c4ccccc4c3C2C1=O (stereo unspecified),2.7,-2.3,-8.7,5.1,2.1,-1.4,2.2,-5.7,2.6,-7.5
CC(C)Cc1ccc(CN2CCCC(NC(=O)c3nn(C)c(=O)c4ccccc34)C2)cc1 (stereo unspecified),2.5,3.6,4.1,0.6,-0.7,-2.0,3.6,-0.6,2.0,-9.2
CCOC(=O)C1(C)CCN1C(=O)c1ccc(C)cc1 (stereo unspecified),-6.4,1.1,-5.8,0.3,0.6,0.5,-7.0,-2.1,-3.5,/
Cc1c(C(=O)Nc2cccc(-c3nnc4n3CCCCC4)c2)oc2ccccc12,-8.0,-3.8,-2.0,4.0,-5.0,-0.8,-5.4,-4.1,4.2,-21.0
COc1ccc2c(c1)C(=C(C#N)C#N)C(=O)N2CCc1ccccc1,3.2,-7.3,-1.7,3.7,5.1,-1.1,2.3,0.6,1.6,-8.2
O=C(O)CCCCCCCCCCP(=O)(c1ccccc1)c1ccccc1,0.1,4.1,-0.1,0.7,1.8,-1.8,5.9,1.3,-2.0,2.0
Cn1c(N)c(C(=O)CSc2nnc(Cc3cccs3)n2C2CC2)c(=O)n(C)c1=O,-1.1,0.2,-0.3,-0.5,4.1,-2.8,-0.8,1.9,1.1,12.4
COC(=O)NCC(c1ccco1)N1CCN(c2ccc(F)cc2)CC1 (stereo unspecified),1.4,0.4,-2.4,-1.0,-5.8,-2.1,5.2,-1.1,-1.7,0.0
O=c1cc(CN2CCOCC2)c2ccccc2o1,-1.9,1.7,1.4,5.0,2.3,0.3,-4.0,-4.0,-5.3,/
CCCN(C(=O)C1CC(=O)N(c2ccccc2C(C)CC)C1)C1CCS(=O)(=O)C1 (stereo unspecified),0.4,-2.9,3.7,-2.6,2.5,-1.7,4.3,1.0,4.8,6.8
CCC(C)(C)NC(=O)c1cc(S(=O)(=O)N2CCCCC2)ccc1N1CCOCC1,1.7,1.3,0.8,-1.2,-5.7,-2.7,-4.3,-0.1,2.6,0.2
COC(=O)c1cc(C#N)c(Oc2ccccc2OC)nc1C,-3.6,-4.0,-4.1,-3.2,-10.0,-0.2,1.3,-1.0,1.0,-6.9
O=C(CCc1ccccc1)NNC(=O)c1ccc(Br)cc1,0.8,4.2,2.1,-4.8,-0.5,-0.6,5.1,-2.2,-0.5,3.0
CCc1nc2ccc(C(=O)NCCCN3CCN(c4ccc(F)cc4)CC3)cc2nc1CC,-0.4,-1.4,1.4,-0.3,-8.6,0.8,0.0,-5.6,-3.0,0.9
CCc1nnc(NC(=O)CSc2ccc(-c3ccco3)nn2)s1,9.6,-1.5,-4.7,0.1,-0.8,-1.4,-1.9,0.5,5.3,2.2
O=C(NCc1ccccc1)[C@H]1CCCN1,2.3,5.7,6.1,3.6,0.7,0.6,5.2,2.9,-7.4,/
CCN(CC)S(=O)(=O)c1ccc(F)c(C(=O)NCCC(C)C)c1,0.6,8.2,-1.0,-1.7,-5.9,-0.4,0.7,-3.1,4.7,-0.1
CCOC(=O)C1(CCCc2ccccc2)CCN(C(=O)CN2C(=O)CSC2=O)CC1,-1.8,1.5,-3.1,-5.6,-3.1,0.0,-4.7,5.1,-1.9,-7.7
O=C(NCc1cccnc1)c1cccn2c(=O)c3sccc3nc12,-6.2,0.0,3.0,3.1,-0.3,1.1,-8.9,0.7,-9.7,-1.6
Cc1csc(=O)n1CC(=O)OCC(=O)NNC(=O)c1ccc(Cl)cc1,-0.9,-0.2,1.1,4.8,0.3,0.1,-7.7,-1.9,5.1,-0.4
COc1ccc(S(=O)(=O)N2CCN(C)CC2)cc1NC(=O)c1ccccc1C,0.5,1.9,4.9,2.1,-0.2,-1.5,4.9,2.4,-7.6,5.8
COc1ccc(NC(=O)c2cncc(Br)c2)cc1S(=O)(=O)N1CCCCC1,11.3,-3.5,3.4,3.5,2.1,0.1,-0.1,-2.8,2.9,-30.4
CCN(C[C@H]1N[C@@](C)(C(=O)OC)[C@H]2C(=O)N(C)C(=O)[C@@H]12)C(=O)Nc1ccc(C)cc1,1.4,1.2,1.4,-0.5,-0.3,-0.3,-1.3,0.8,5.5,0.1
Cc1ccc([N+](=O)[O-])cc1NC(=O)c1ccc(-c2ccccc2)cc1,4.9,0.7,3.1,-4.6,1.1,-0.7,6.8,-2.6,0.5,-12.4
CC(NS(=O)(=O)c1ccc2c(c1)c(=O)n(C)c(=O)n2C)C(=O)NC1CCCCC1 (stereo unspecified),-2.8,0.1,2.9,-0.8,4.2,-1.5,1.5,1.4,8.1,1.3
Cc1nn(CCOc2ccc(Br)cc2)c(C)c1[N+](=O)[O-],0.5,1.5,-0.1,-1.9,-4.4,0.4,3.9,1.9,-3.8,-11.5
COc1cccc(CNc2nc3ccc(NC(C)=O)cc3s2)c1,-1.4,-0.6,1.0,3.1,-3.0,-1.2,4.0,0.3,8.0,2.5
O=C(Nc1nc(-c2ccccn2)cs1)c1cc(Cl)ccc1[N+](=O)[O-],7.8,-4.5,-1.1,-2.6,16.2,2.1,2.0,15.0,-7.1,5.2
CC1CCN(S(=O)(=O)N2CCC(C(=O)NC(C)c3ccccc3)CC2)CC1 (stereo unspecified),-3.1,0.7,4.8,-3.1,-1.8,-1.1,-7.9,1.0,-6.4,-3.3
Cc1ccccc1NC(=S)NCCc1ccccn1,2.8,0.9,2.1,2.4,-0.3,0.4,-0.9,1.7,-5.8,0.6
CC(=O)Nc1ccc(OS(=O)(=O)c2ccccc2C)cc1,-1.2,8.8,2.0,-4.5,-3.8,2.3,0.2,2.0,0.1,-1.2
Cc1csc(Nc2nc(N)c(C(=O)Nc3ccccc3)o2)n1,-2.9,2.1,3.0,4.3,2.1,-4.2,2.1,1.6,1.7,1.4
Cc1cc(C)n(C(=O)COc2c(C)cccc2C)n1,1.0,-0.6,-0.4,-0.5,0.0,0.9,-5.0,0.1,3.9,-3.1
Cc1ccc(COc2ccc(S(=O)(=O)N3CCCC3)cc2C(N)=O)cc1,-3.9,1.1,0.0,3.5,-4.2,-1.8,-1.1,-4.0,4.5,3.0
